Source: PubChem BioAssay
RGS4 inh: RGS4 inhibitors, primary screen, cell-based, HEK293 M3R inducible RGS4, calcium flux; Regulator of G-protein signaling 4 (Homo sapiens), P49798; Fluo-4 calcium flux; hits give high values; triggered by carbachol at its EC20; B-score at 10 µM; actives 0.45% (n = 310,000);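 active = B-score, a plate-corrected calcium signal, over three deviations above library mean, with baseline fluorescence within five deviations of library mean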;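 also: RGS4 expression induced by doxycycline in cells with stable M3 receptor; B-score is computed from the integrated fluorescence ratio over baseline after carbachol; higher B-score means a larger calcium signal and so more RGS4 inhibition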
TRPC6 inh: mouse TRPC6 channel inhibitors, primary screen, cell-based, HEK293, membrane potential dye; B-score at 10 µM; ACh-evoked depolarization; hits give low values; actives 1.1% (n = 310,000);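 active = B-score under library mean minus 3 SD, initial fluorescence not abnormally high, positive integrated signal ratio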;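 also: B-score derived from integrated fluorescence ratio over the kinetic read; more negative B-score means stronger inhibition of depolarization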
Target sequence (Q61143 whole entry, looked up): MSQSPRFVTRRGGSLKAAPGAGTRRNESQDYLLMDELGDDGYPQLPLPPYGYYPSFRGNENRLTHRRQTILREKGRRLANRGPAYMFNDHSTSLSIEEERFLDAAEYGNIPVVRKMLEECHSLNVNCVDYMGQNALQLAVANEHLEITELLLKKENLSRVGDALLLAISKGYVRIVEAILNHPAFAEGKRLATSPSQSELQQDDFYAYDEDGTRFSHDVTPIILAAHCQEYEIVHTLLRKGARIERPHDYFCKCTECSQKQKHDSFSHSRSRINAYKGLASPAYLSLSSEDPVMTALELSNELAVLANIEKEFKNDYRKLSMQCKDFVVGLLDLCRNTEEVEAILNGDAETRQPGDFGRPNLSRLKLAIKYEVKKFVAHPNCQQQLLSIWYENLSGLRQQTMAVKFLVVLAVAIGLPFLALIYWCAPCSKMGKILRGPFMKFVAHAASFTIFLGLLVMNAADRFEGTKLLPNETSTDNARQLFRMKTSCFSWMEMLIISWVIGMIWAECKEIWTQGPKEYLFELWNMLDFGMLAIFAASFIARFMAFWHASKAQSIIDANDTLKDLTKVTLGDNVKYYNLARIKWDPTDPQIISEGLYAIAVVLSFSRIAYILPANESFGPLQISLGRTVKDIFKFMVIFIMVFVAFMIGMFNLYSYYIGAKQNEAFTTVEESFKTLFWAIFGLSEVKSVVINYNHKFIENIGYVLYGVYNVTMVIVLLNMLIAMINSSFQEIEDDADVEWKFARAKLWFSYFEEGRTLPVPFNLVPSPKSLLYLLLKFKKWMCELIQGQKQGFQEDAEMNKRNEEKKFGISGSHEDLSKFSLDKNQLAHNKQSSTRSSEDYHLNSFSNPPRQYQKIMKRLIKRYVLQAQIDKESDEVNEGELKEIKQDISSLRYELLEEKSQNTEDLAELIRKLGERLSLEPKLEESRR
MrgX1 PAM: positive allosteric modulators of MrgX1, primary screen, HEK293 cells, Fluo-4 calcium flux | FDSS; hits give high values | B-score at 10 µM | actives 0.63% (n = 310,000);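 active = plate-corrected calcium response at least 3 library SD above typical, normal starting fluorescence, not activating the receptor alone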;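 also: compound read alongside a low EC10 to EC30 dose of BAM8-22 agonist; peak minus trough fluorescence over baseline measured at the second addition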
MrgX1 antagonist: antagonists of human MrgX1 receptor, primary screen, HEK293 cells, Fluo-4 calcium flux. Mas-related G-protein coupled receptor member X1 (Homo sapiens), Q96LB2. actives 1.3% (n = 310,000). BAM8-22 antagonism; hits give low values. B-score at 10 µM;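 active = calcium-response B-score plate-corrected more than 3 library SD below zero, starting fluorescence within 5 deviations, no agonist response on first addition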;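 also: peak minus trough fluorescence over baseline after final BAM8-22 challenge near maximal dose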
ANO1 activ: TMEM16A chloride channel activators or potentiators, primary screen, cell-based, HTS. Anoctamin-1 (Mus musculus), Q8BHY3. HEK293 TMEM16A/YFP-H148Q/I152L, iodide quench fluorescence; hits give low values. B-score at 10 µM. actives 0.3% (n = 340,000). AID 623877, 2012;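 active = fluorescence-ratio B-score plate-corrected deviation score at least 3 library SD below zero, with starting fluorescence score within 5 deviations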;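 also: channel opened by trigger with iodide after compound preincubation; score built on the fluorescence ratio of max minus min over baseline; more negative score means more quench and so TMEM16A activation or potentiation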
TRPC4 act: activators of mouse TRPC4 channel, primary screen, Fluo4 calcium, HEK293 TRPC4beta/mu-opioid cells; Fluo4 calcium fluorescence; hits give high values; actives 0.49% (n = 310,000); Short transient receptor potential channel 4 (Mus musculus), Q9QUQ5; B-score at 10 µM; AID 2237, 2010;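 active = B-score above 5 SD of library B-scores, and initial fluorescence ratio not above library mean plus 5 SD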;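 also: positive B-score marks a calcium rise read as TRPC4 activation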
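Material: HEK293 stable line with TRPC4beta plus mu-opioid receptor; technique: Fluo4 calcium-sensitive dye fluorescence, kinetic, 1 Hz baseline; timing: Fluo4 dye loading 45 min at room temperature, 110 s recording; controls: assay buffer as low control, maximal DAMGO as high control; read-out: integrated baseline-normalised fluorescence ratio, converted to per-well B score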
TRPC4 potent: positive allosteric modulators of TRPC4, primary screen, cell-based, mouse TRPC4beta, HEK293 mu-opioid, Fluo-4 calcium | Short transient receptor potential channel 4 (Mus musculus), Q9QUQ5 | actives 0.42% (n = 310,000) | AID 2227, 2009 | B-score at 10 µM | DAMGO EC20, Fluo-4 Ca2+ flux; hits give high values;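 active = B-score of calcium response area above 5 SD of library B-scores, with initial fluorescence ratio within 5 SD of library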;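 also: B-score of integrated fluorescence ratio over time as area under calcium response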
TRPC6 activator: mouse TRPC6 channel activators, primary screen, cell-based, HEK293, membrane potential dye; B-score at 10 µM; HEK293-TRPC6 membrane potential dye fluorescence; hits give high values; actives 0.13% (n = 310,000);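 active = B-score of the integrated fluorescence ratio above library mean plus 3 SD, and starting fluorescence ratio within library mean plus 5 SD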;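 also: higher score means more depolarization so channel activation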
ANO1 block: TMEM16A chloride channel inhibitors, primary screen, cell-based, HTS | Anoctamin-1 (Mus musculus), Q8BHY3 | HEK293 TMEM16A/YFP iodide influx fluorescence, ionomycin | normalized B-score (activity score, 25-100; higher = stronger inhibition) at 10 µM | actives 1.2% (n = 310,000) | AID 588511, 2011;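 active = ratio plate-corrected score three or more library SD toward inhibition, starting fluorescence score within five deviations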;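 also: score derived from kinetic fluorescence span divided by baseline fluorescence per well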
TRPC4 block: inhibitors of mouse TRPC4 channel, primary screen, Fluo4 calcium, HEK293 TRPC4beta/mu-opioid cells; Short transient receptor potential channel 4 (Mus musculus), Q9QUQ5; DAMGO-evoked Fluo4 calcium flux; hits give low values; B-score at 10 µM; actives 0.39% (n = 300,000); AID 2247, 2010;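 active = B-score over 3 SD under the library average, no early fluorescence shift, positive overall ratio signal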
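Assay system: TRPC4beta/mu-opioid receptor HEK293 cell line; compound dosing: single concentration per test compound; detection: Fluo4 Ca2+ flux fluorescence; evaluation: per-well B score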
MrgX1 ag: agonists of human MrgX1 receptor, primary screen, HEK293 cells, Fluo-4 calcium flux | Mas-related G-protein coupled receptor member X1 (Homo sapiens), Q96LB2 | Fluo-4 calcium fluorescence, agonist mode; hits give high values | B-score at 10 µM | actives 0.44% (n = 310,000);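 active = calcium response B-score plate-corrected fluorescence ratio at least 3 library SD, with starting fluorescence B-score inside 5 SD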
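Material: MrgX1-expressing HEK293 cells / Dosing: compound as first of three additions / Incubation: overnight seeding, then 1 h dark dye loading / Signal: Fluo-4 NW calcium fluorescence / Evaluation: B-scored fluorescence response ratio / Benchmarks: positive and negative control wells on each plate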
* hit, by the source's call; i = inactive; · = not tested or not shown. Not a hit list; overall some 5.8% were active at least once.

molecule	RGS4 inh	TRPC6 inh	MrgX1 PAM	MrgX1 antagonist	ANO1 activ	TRPC4 act	TRPC4 potent	TRPC6 activator	ANO1 block	TRPC4 block	MrgX1 ag
O=C(/C(=C/c1cccc(Cl)c1)c1nc2ccccc2[nH]1)c1ccccc1	i	i	i	i	i	i	i	i	i	i	i
CCC1(CC)C(=O)N(C)C(=O)NC1=Nc1ccccc1	i	i	i	i	i	i	i	i	i	i	i
Cc1cccnc1NC1OC(=O)c2ccccc21 (configuration not stated)	i	i	i	i	i	i	i	i	i	i	i
CN1CCN(c2ccc(S(=O)(=O)N3CCCCC3)cc2NC(=O)c2ccc3ccccc3c2)CC1	i	i	i	i	i	i	i	i	i	i	i
CC1CCN(C(=O)COc2coc(CN3CCc4ccccc43)cc2=O)CC1	i	i	i	i	i	i	i	i	i	i	i
CC(=O)C1=C(O)CC(c2ccccc2)CC1=NCCc1c(C)[nH]c2ccccc12 (configuration not stated)	i	i	i	i	i	i	i	i	i	i	i
COc1ccc(CCNC(=O)COC(=O)c2ccc(N3CCCC3=O)cc2)cc1	i	i	i	i	i	i	i	i	i	i	i
O=C(NCCc1ccccc1)c1ccc(NS(=O)(=O)c2ccc3[nH]c(=O)[nH]c3c2)cc1	i	i	i	i	i	i	i	i	i	i	i
C=CCn1cccc(C(=O)Nc2ccc(OC)cc2OC)c1=O	i	i	i	i	i	i	i	i	i	i	i
CC[C@@H](C)[C@H](NC(=O)Cc1c(C)c2c(cc(C)c3c(C)coc32)oc1=O)C(=O)O	i	i	i	i	i	i	i	i	i	i	i
O=C(O)/C(=N/NC(=O)c1ccc(Cl)cc1)c1ccccc1	i	i	i	i	i	i	i	i	i	i	i
N#CCSc1nc2ccccc2o1	i	i	i	i	i	i	i	i	i	i	i
CCOC(=O)Cc1cc(=O)n2[nH]c(C(C)(C)C)cc2n1	i	i	i	i	i	i	i	i	i	i	i
Cc1cc(/C=N/n2cnnc2)c(C)n1-c1ccc(OCc2ccc(Cl)cc2Cl)cc1	i	i	i	i	i	i	i	i	100*	i	i
CC1Cc2nc(SCC(=O)NCc3ccco3)n(-c3ccccc3)c(=O)c2S1 (configuration not stated)	i	i	i	i	i	i	i	i	i	i	i
COc1ccccc1C(=O)OC1CCCN(C)C1 (configuration not stated)	i	i	i	i	i	i	10*	i	i	i	i
O=C(Nc1ccc(Nc2ccccc2)cc1)c1c(F)c(F)c(F)c(F)c1F	i	i	i	i	i	i	i	i	i	i	i
CCOc1ccccc1NC(=O)c1cc(C(=O)c2cc(OC)ccc2O)coc1=N	i	i	i	i	i	i	i	i	i	i	i
COc1ccc(NC(=O)CC2C(=O)NCCN2C(=O)c2ccc(N(C)C)cc2)cc1 (configuration not stated)	i	i	i	i	i	i	i	i	i	i	i
O=C(Nc1cccc(C(=O)N2CCN(c3ccccc3)CC2)c1)c1ccco1	i	i	i	i	i	i	i	i	i	i	i
COc1ccc(NC(=O)CCCSc2nc(-c3ccco3)cc(C(F)(F)F)n2)cc1OC	i	i	i	i	i	i	i	i	i	i	i
COCCCn1c(=S)[nH]c(C)c(C)c1=O	i	i	i	i	i	i	i	i	i	i	i
O=C(c1ccc(=O)[nH]c1)N(Cc1cccs1)C1(C(=O)NC2CCCC2)CCCCC1	i	i	i	i	i	i	i	i	i	i	i
Cc1ccccc1N1C(=O)CC(N2CCC(C(N)=O)CC2)C1=O (configuration not stated)	i	i	i	i	i	i	i	i	i	i	i
CC(=O)NC(=S)Nc1ccc2oc(-c3cc(F)c(F)cc3Cl)nc2c1	i	i	i	i	i	i	i	i	i	i	i
CCNC(=S)N(CCc1c(C)[nH]c2ccc(Cl)cc12)Cc1ccco1	i	i	i	i	i	i	i	i	i	i	i
O=C(O)CCn1cc(/C=C/C(=O)c2ccc(Cl)cc2)c(-c2ccc(Br)cc2)n1	·	·	i	i	i	·	·	·	i	·	i
CC(=O)c1nn(-c2cccc(Br)c2)cc1C(=O)c1cccc2ccccc12	i	i	i	i	i	i	i	i	i	i	i
Cc1cccc(NC(=S)NCC(c2ccccc2)N(C)C)c1 (configuration not stated)	i	i	i	i	i	231*	i	i	i	i	i
CC(C)(C)n1ncc2c(=O)n(CC(=O)N3CCCCC3)cnc21	i	i	i	i	i	i	i	i	i	i	i
COc1ccccc1NC(=O)c1ccc(-c2ccccc2[N+](=O)[O-])o1	i	i	i	i	i	i	i	i	i	i	i
COc1ccc(-c2nnnn2CCc2ccccc2)cc1	i	i	i	i	i	i	i	i	i	i	i
O=c1[nH]c2ccc(S(=O)(=O)N3CCCCC3)cc2[nH]1	i	i	i	i	i	i	i	i	i	i	i
CC(=O)Nc1ccc(S(=O)(=O)N2CCN(C(=O)c3cccnc3)CC2)cc1	i	i	i	i	i	i	i	i	i	i	i
Cc1ccc(N=C2NC(=O)/C(=C\c3cccs3)S2)cc1C	i	i	i	i	i	i	i	i	i	i	i
Cc1cc(=O)oc2cc(NC(=O)CCCC(=O)O)ccc12	i	i	i	i	i	i	i	i	i	i	i
N=c1c2c(-c3ccccc3)c(-c3ccccc3)n(Cc3ccco3)c2ncn1CCCn1ccnc1	i	i	i	i	i	i	i	i	i	i	i
Cc1cc(C)c(S(=O)(=O)Nc2ccnc(-c3cccnc3)n2)c(C)c1	i	i	i	i	i	i	i	i	i	i	i
Cc1nn(C)c(C(=O)Nc2ccc(Cn3cccn3)cc2)c1[N+](=O)[O-]	i	i	i	i	i	i	i	i	i	i	i
CC(=O)Nc1ccc(S(=O)(=O)/N=C2\SCCN2S(=O)(=O)c2ccc(NC(C)=O)cc2)cc1	i	i	i	i	i	i	i	i	i	i	41*
CC(=O)Oc1c(C)c(C)c2c(c1C)CCC(C)(CCCC(C)CCCC(C)CCCC(C)C)O2 (configuration not stated)	·	·	i	i	i	·	·	·	i	·	i
COc1ccc(CN2CCNC(=O)C2CC(=O)N(C)Cc2ccon2)c(OC)c1 (configuration not stated)	i	i	i	i	i	i	i	i	i	i	i
O=C1CC(/C=C/c2cccnc2)=Nc2ccccc2N1	i	i	i	i	i	i	i	i	i	i	i
COc1c2ccoc2cc2oc(C)cc(=O)c12	i	i	i	i	i	i	i	i	i	i	i
COc1cc(C(=O)Nc2ccc(S(=O)(=O)Nc3cnc4ccccc4n3)cc2)cc(OC)c1OC	i	i	i	i	i	i	i	i	i	i	i
Cc1cccc(Nc2ncc3c(n2)CC(C)CC3=O)c1 (configuration not stated)	i	i	i	i	i	i	i	i	i	i	i
Cc1ccccc1OCC(O)CNC1CCCC1 (configuration not stated)	i	i	i	i	i	i	i	i	i	i	i
COc1cc(/C=N/NC(=O)c2c(C)nnn2-c2nonc2N)ccc1O	i	i	i	i	i	i	i	i	i	i	i
Cc1nc(NCCN2CCOCC2)c2nnn(Cc3c(F)cccc3Cl)c2n1	i	i	i	i	i	i	i	i	i	i	i
CN1CCN(C(=O)c2cc3nc(-c4ccco4)cc(C(F)(F)F)n3n2)CC1	i	i	i	i	i	i	i	i	i	i	i

Next section
molecule	RGS4 inh	TRPC6 inh	MrgX1 PAM	MrgX1 antagonist	ANO1 activ	TRPC4 act	TRPC4 potent	TRPC6 activator	ANO1 block	TRPC4 block	MrgX1 ag
COc1ccc(-c2nnc(SCc3nnc(-c4ccccc4)o3)n2-c2ccccc2)cc1	i	i	i	i	i	i	i	i	i	i	i
Cc1nc(NC(=O)CSc2nnc(C)n2CC2CCCO2)sc1C (configuration not stated)	i	i	i	i	i	i	i	i	i	i	i
Cc1ccc(C(=O)NC(C)C2CC3CCC2C3)cc1 (configuration not stated)	i	i	i	i	i	i	i	i	i	i	i
Cc1ccc(-c2noc(CN(C(=O)c3ccc4c(c3)OCO4)C(C)C)n2)cc1	i	i	i	i	i	i	i	i	i	i	i
COc1ccc(O)c(C(=O)c2cnc3nc4ccccc4n3c2)c1	i	i	i	i	i	i	i	i	i	i	i
CC(=O)N1CCc2cc(S(=O)(=O)NCC(=O)NCc3ccc(F)cc3)ccc21	i	i	i	i	i	i	i	i	i	i	i
Cc1ccccc1N1CCN(Cc2cc3c(cc2[N+](=O)[O-])OCO3)CC1	i	i	i	i	i	i	i	i	i	i	i
O=C(C1CCCN(S(=O)(=O)c2ccccc2)C1)N1CCN(c2ncccn2)CC1 (configuration not stated)	i	i	i	i	i	i	i	i	i	i	i
O=C1CN(C(=O)CSc2nc3ccccc3n2CCc2ccccc2)c2ccccc2N1	i	i	i	i	i	i	i	i	i	i	i
Cc1cc(Nc2ccccc2Cl)nc(-c2ccccc2O)n1	i	i	i	i	i	i	i	i	i	i	i
COc1ccccc1CNC(=O)C1Cc2ccccc2C(=O)O1 (configuration not stated)	i	i	i	i	i	i	i	i	i	i	i
Cc1cc(C)c(S(=O)(=O)N(C)CC(=O)NCC2CCCO2)c(C)c1 (configuration not stated)	i	i	·	·	i	i	i	i	·	i	·
COc1ccccc1CCNC(=O)CNC(=O)Cc1cccc2ccccc12	i	i	i	i	i	i	i	i	i	i	i
